# EBV gp42 inh = EBV gp42 inhibition. Fluorescence polarization binding assay, mP read-out. actives 0.42% (n = 220,000). Q1HVG2. inhibition, % (tested at 21.74 µM); in the data active means inhibition above about 50%
# Target sequence (Q1HVG2 whole entry, looked up): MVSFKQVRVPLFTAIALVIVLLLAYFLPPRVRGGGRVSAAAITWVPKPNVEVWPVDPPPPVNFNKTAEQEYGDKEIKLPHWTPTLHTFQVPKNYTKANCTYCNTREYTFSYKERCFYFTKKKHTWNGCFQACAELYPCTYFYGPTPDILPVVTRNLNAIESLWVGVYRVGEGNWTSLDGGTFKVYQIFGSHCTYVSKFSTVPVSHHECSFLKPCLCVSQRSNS
# TRPML3 ag = human mucolipin-3 channel agonism | HEK293 TRPML3-YFP, Fluo-8 calcium fluorescence; 100% = the carbachol control signal | activation, % at 3 µM | actives 0.29% (n = 220,000);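 active means activation above its plate's cutoff, the mean activation of the plate's test wells plus 3 SD, cut at about 12% in these data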;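 further: 0% = DMSO only wells and 100% = carbachol wells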
# Target sequence (Q8TDD5 whole entry, looked up): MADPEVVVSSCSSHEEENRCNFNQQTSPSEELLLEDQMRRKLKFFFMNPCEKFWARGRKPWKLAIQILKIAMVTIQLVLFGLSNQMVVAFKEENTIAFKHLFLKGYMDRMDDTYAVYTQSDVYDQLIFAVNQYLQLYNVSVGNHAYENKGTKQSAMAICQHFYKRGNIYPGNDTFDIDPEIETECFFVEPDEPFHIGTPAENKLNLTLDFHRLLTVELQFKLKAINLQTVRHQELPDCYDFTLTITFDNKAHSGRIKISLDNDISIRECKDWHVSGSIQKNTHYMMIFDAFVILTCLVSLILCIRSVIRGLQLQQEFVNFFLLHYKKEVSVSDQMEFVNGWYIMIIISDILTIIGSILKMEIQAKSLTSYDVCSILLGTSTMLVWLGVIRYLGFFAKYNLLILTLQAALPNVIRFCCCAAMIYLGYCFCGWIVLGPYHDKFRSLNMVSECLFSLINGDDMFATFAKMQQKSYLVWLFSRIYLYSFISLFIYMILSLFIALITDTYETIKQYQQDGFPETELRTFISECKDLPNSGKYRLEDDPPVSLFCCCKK
#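 Test system: TRPML3-YFP stable HEK293 cells. Doses: single point at 3 µM. Incubation: dye loading 1 h 37 °C then 30 min ambient, 125 s read. Signal: Fluo-8 calcium dye fluorescence, ex 470-495, em 515-575 nm. Measure: percent activation from peak-to-basal fluorescence ratio, scaled between DMSO and carbachol.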
# TRPN1 ag = activates the zebrafish TRPN1 channel | HEK293 zebrafish TRPN1-YFP, Fluo-8 calcium fluorescence; 100% = response to 87 µM carbachol | activation, % at 3 µM | actives 0.18% (n = 220,000);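 active means activation above its plate's cutoff, the mean activation of test wells on that plate plus 3 SD, cut at about 19% in these data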;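 further: 0% = DMSO alone and 100% = 87 µM carbachol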
#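 Material: zebrafish TRPN1-YFP in HEK293 cells; Doses: single test compound dose, 3 µM nominal, 0.3% DMSO; Timing: dye loading 1 h at 37 °C, then 30 min room temperature; Technique: intracellular calcium fluorescence with Fluo-8; Benchmarks: high carbachol 87 µM, low DMSO alone.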
# m-calpain inh = calpain II (pig) inhibition; purified calpain II, fluorogenic peptide substrate, 30 min; inhibition, % at 16 µM; actives 0.37% (n = 220,000); AID 1236;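 active means inhibition above about 50%, limit read from the data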
# Tb hexokinase = blocks Trypanosoma brucei hexokinase 1 activity | recombinant TbHK1, G6PDH-coupled NADH A340 | inhibition, % at 10 µM | actives 0.11% (n = 220,000);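 active means inhibition of 50% or more in the single-dose primary screen; inactive means inhibition below 50%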
# Thrombin inh = blocks human thrombin protease activity; P00734; alpha-thrombin, Boc-VPR-AMC fluorogenic substrate cleavage; inhibition, % at 5 µM; actives 0.26% (n = 220,000); AID 1046;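 active means inhibition at or above 40%; inactive means inhibition below 40%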;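 further: 0% = enzyme with no compound and 100% = wells without enzyme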
#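 Material: human alpha-thrombin protein. Incubation: reaction at ambient temperature. Technique: fluorescence of released AMC, ex 355 nm, em 460 nm. Control set: no-compound enzyme wells and no-enzyme blanks. Also added: Boc-VPR-AMC substrate, 15 µM final. Buffer or medium: pH 7.5 Tris (50 mM) with NaCl 150 mM, Tween 20 0.05%.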
# Furin inhibitor = inhibitors of human furin. P09958. purified furin, fluorogenic substrate cleavage. inhibition, % at 30 µM. actives 0.061% (n = 220,000). AID 463115; in the data active means inhibition above about 25%; further: inactives centre near -15
# PPC-1+TRAIL kill = PPC-1 cancer cell killing with TRAIL present; PPC-1 cells + TRAIL, ATPLite viability luminescence; cell killing (% activity), % at 4 µM; actives 0.41% (n = 220,000); AID 1443;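 active means cell killing above 50% in the first pass at 4 µM, then a duplicate retest at 5 µM averaging 50% or more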;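 further: plate controls were cells with TRAIL plus DMSO for no effect and medium-only wells lacking cells for full effect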
# KCC2 mod = modulators of human KCC2 chloride dependent transport; Q9H2X9; KCC2 cells, thallium flux FluoZin-2 fluorescence; B-score of Tl+ flux slope (higher = more flux/activation; lower = inhibition) at 10 µM; actives 2.2% (n = 190,000); AID 1456;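 active means thallium flux slope and its plate-corrected score both differing from the plate sample mean at a set confidence after two filtering rounds, in either direction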;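 further: slope of fluorescence scaled to starting intensity during 10 to 20 s after thallium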
# * hit, by the source's call; x = not tested or not shown; [ ] = another dose, or the depositor's remark.
SMILES,EBV gp42 inh,TRPML3 ag,TRPN1 ag,m-calpain inh,Tb hexokinase,Thrombin inh,Furin inhibitor,PPC-1+TRAIL kill,KCC2 mod
CC(=O)Nc1cccc(C(=O)O)n1,-2,0.8,-0.7,-17,0,-1,-21,16,0.037
COc1cccc(Nc2ncnc3nc[nH]c23)c1,-5,1.4,0.2,-27,-2,-4,-12,18,0.79
CC(=O)c1cc(-c2ccccc2)n(CC(=O)NCc2cccs2)c1C,-10,-0.8,-1.4,-10,6,-6,-13[20 µM],7,-0.029
CCOC(=O)c1ccc(N2C(=O)C(CC(=O)NC)N(CCc3ccc(OC)c(OC)c3)C2=S)cc1 (centres undefined),-6,1.6,2.4,-13,-9,-2,-26,-6,0.37
O=C1NC(=O)c2c(NC(=O)C3CCCO3)cccc21 (centres undefined),-14,-0.6,0.5,-137,12,-4,-14[20 µM],1,-0.0034
N#Cc1c(N)nc(SCc2ccccc2)c(C#N)c1-c1ccco1,-21,0.5,1.5,-91,-6,-2,-27,-8,1.1
COc1ccc(NC(=O)CSc2nnc(Cn3c(=O)sc4ccccc43)n2C)cc1,-10,-0.2,0.3,-10,12,-9,-25,-7,1
COc1nc(NCCN2CCOCC2)nc(Nc2ccccc2)n1,-12,-0.1,0.6,8,3,13,-25[20 µM],6,-0.0022
O=C(COc1ncnc2ccc(Br)cc12)NCc1ccc2c(c1)OCO2,-3,1.0,0.8,-14,-9,1,-3[20 µM],-14,0.029
CC(=Nc1ccccc1C)C1=C(O)CSC1=O,-7,0.5,-1.4,20,-6,-1,-4[20 µM],32,-0.075
O=C(CSc1nnc(-c2ccccc2)n1-c1ccc(Cl)cc1)N/N=C/c1ccccc1C(=O)O,-20,0.1,0.6,11,-13,-3,-18,11,-0.77
Cc1cc(C)n2nc(C(=O)N/N=C/c3cn(C)nc3C)nc2n1,-11,0.0,1.5,7,-26,-6,-13,13,-0.46
CCCN(CCC)CC(O)Cn1c2ccccc2c2ccccc21 (centres undefined),-12,1.8,-0.1,-26,-2,9,-41,8,-0.66
COCCNC(=O)C(=O)NCC1OCCN1S(=O)(=O)c1ccc2c(c1)OCCO2 (centres undefined),-3,0.4,-0.6,21,-3,-3,-14,12,-1.3
COc1ccc(N2CCN(C(=O)CSc3ccccc3)CC2)cc1,-6,0.4,-0.2,3,0,-8,-5[20 µM],28,-0.42
Cc1cccc(C(c2c(C)nn(-c3ccccc3)c2N)c2c(C)nn(-c3ccccc3)c2N)c1,-14,3.5,6.4,4,-7,-5,-16,5,-0.5
O=C1COCCOCCOCCOCC(=O)NCCN1,8,1.3,0.6,6,2,-3,-9,1,0.13
Cc1c(C(=O)O)sc2nc(C)n(C)c(=O)c12,-17,0.7,1.7,-17,8,-4,-18,14,0.82
O=C(CN1CCCC1)Nc1ccc(NC(=O)Nc2ccccc2)cc1,-4,-0.1,0.9,6,1,-6,-18[20 µM],-14,-0.039
CC(=O)NNC(=O)CCC(=O)Nc1ccccc1,-16,0.6,0.1,-19,5,-1,2[20 µM],14,-1.6

# Arranged by value in EBV gp42 inh (descending): three of the compounds above.
compound	EBV gp42 inh
Cc1cc(C)n2nc(C(=O)N/N=C/c3cn(C)nc3C)nc2n1	-11
CC(=O)NNC(=O)CCC(=O)Nc1ccccc1	-16
N#Cc1c(N)nc(SCc2ccccc2)c(C#N)c1-c1ccco1	-21

# Next section.
SMILES,EBV gp42 inh,TRPML3 ag,TRPN1 ag,m-calpain inh,Tb hexokinase,Thrombin inh,Furin inhibitor,PPC-1+TRAIL kill,KCC2 mod
CCC(Sc1nc2ncnc(N)c2[nH]1)C(=O)O (centres undefined),-11,0.8,4.9,3,2,3,-9,12,0.67
COc1ccc(NC(=S)NCC2CCCO2)c(C)c1 (centres undefined),0,1.0,1.4,17,-1,-4,-8,-12,0.048
CCCCCOc1ccc(Cn2ccnc2)cc1[N+](=O)[O-],-17,1.0,1.0,24,14,0,-15,-8,0.4
Cc1cc(O)c(-c2cc(C(=O)Nc3sc4c(c3C(=O)NCc3ccco3)CCC4)[nH]n2)cc1C,-13,0.4,1.3,-148,-31,2,-30,0,1.2
CN(C)c1nc(N(C)C)nc(N(C)C)n1,-15,0.0,0.9,17,-2,3,-17,-12,-0.98
COC(=O)C1C(=O)c2c(C)noc2CC1(C)C (centres undefined),-17,1.0,1.5,-41,3,15,-31,x,-0.22
N#CC1=C(SCC(=O)c2ccc(Cl)cc2)NC2=C(C(=O)CCC2)C1c1ccco1 (centres undefined),2,x,x,-93,x,-2,x,-9,x
CCOC(=O)C(NC(=O)Nc1ncccn1)(Oc1ccccc1)C(F)(F)F (centres undefined),-15,-0.6,-0.3,-5,-5,-19,-17,2,-1
CCOC(=O)NN1C(=O)c2ccccc2NC1c1ccccc1 (centres undefined),-4,-0.3,-1.2,-445,-5,-9,-23,12,-1.1
COCCn1c(C)cc(C(=O)CSc2nc3ccccc3s2)c1C,-9,1.2,0.3,4,-5,-5,-22,36,-2.6
O=C(N/N=C/c1ccc(Br)cc1)c1ccc(F)cc1,-13,0.6,-0.7,0,0,0,-26,1,0
CCOC(=O)N1CCN(c2c(Nc3cc(C)[nH]n3)c(=O)c2=O)CC1,0,-0.2,1.0,-33,-38,-6,-32,-7,x
O=C(CC1SC(N2CCCCC2)=NC1=O)Nc1cccc(C(F)(F)F)c1 (centres undefined),-31,0.2,-0.8,-18,0,4,7[20 µM],20,-0.63
COc1cc(OC)cc(-c2nc(-c3ccc(Br)cc3)no2)c1,-16,-0.1,0.4,6,-1,-6,-32,8,0.75
CCOc1ccc(/C=N/NC(=O)Cc2cccs2)cc1,-12,0.2,-0.1,-5,-7,-9,-16,-16,0.31
CCOC(=O)C(=O)NNc1ccc(Cl)cc1,-3,1.1,-0.2,-16,-2,-15,-11,-5,1.1
Cc1ccc(C2=[N+]([O-])C(C)(C)CC2)cc1,3,0.6,-0.7,-36,-1,-1,-21[20 µM],-19,0.93
CCn1c(SCC(=O)N2CCN(c3ccc(F)cc3)CC2)nnc1-c1ccncc1,-7,0.0,1.9,-4,-2,-4,-20,4,x
O=C1CCCC(=O)N1c1ccc(NCCOCCO)c([N+](=O)[O-])c1,-2,-0.6,0.2,-8,0,-8,-3,-14,-0.24
COc1ccc(C(=O)/C=C/c2ccc(OC(=O)c3cc(OC)c(OC)c(OC)c3)cc2)cc1,-3,0.4,0.7,-10,-35,-3,-1,6,-0.12
CCCCNCC(O)(c1ccc(Cl)cc1)c1ccc(Cl)cc1,13,2.0,4.4,8,15,-13,-14,-4,-0.41
O=C(Cc1ccccc1)N1CCCC1c1ccccc1 (centres undefined),-7,-0.4,-2.0,-6,1,-4,-20,-3,-0.35
COCCCNC(=S)N1CCCC(c2nc3cc(C)c(C)cc3[nH]2)C1 (centres undefined),8,-0.7,-1.4,-1,-1,14,-15,28,-0.53
COc1ccc(NC(=O)C(c2ccccc2)N2CCN(c3ccccn3)CC2)cc1Cl (centres undefined),-8,0.3,-0.1,-24,-11,6,-36,6,0.074
CCN1CCN(C(=O)c2ccc(CN(c3ccc(C)c(C)c3)S(C)(=O)=O)cc2)CC1,-18,0.1,-0.5,26,-6,6,-1,11,-0.56
Cn1cc(C(=O)N/N=C/c2c(O)ccc3ccccc23)ccc1=O,-30,-0.1,0.0,-12,-3,-2,-11,32[5 µM],-0.41
O=C(NCc1ccccn1)c1nnc(Cc2ccc(Cl)cc2)o1,-1,0.4,0.5,-5,-4,-1,4,2,0.15
CCOc1ccc(S(=O)(=O)N2CCN(c3ccc(OC)cc3)CC2)c2cccnc12,3,-0.9,-0.3,-57,-11,0,-15,-4,x
CCS(=O)(=O)N1CCN(C(=O)c2ccccc2)CC1,-31,1.1,-1.2,-35,32,1,-9[20 µM],-4,-0.0071
CCOC(=O)C1=C(c2ccccc2)NC(SCC(N)=O)=C(C#N)C1c1cccnc1 (centres undefined),-79,-0.2,-0.6,-32,-12,1,-6[20 µM],-3,2.2
CC1(C)CC(=O)C2=C(C1)OC(c1ccc(O)cc1)C(C#N)=C2N (centres undefined),4,0.7,1.2,-5,5,-1,-18,22,0.098
CC(C)c1nc(SCC(=O)Nc2cccc(C(F)(F)F)c2)c2c(=O)n(C)c(=O)n(C)c2n1,-16,1.1,-0.9,-10,-6,-1,-23,16,-0.34
O=C(CSc1c[nH]c2ccccc12)NCC1CCCO1 (centres undefined),-16,0.5,0.5,-16,-4,3,-17,-5,x
COc1ccc(-c2nnc3n(CCc4ccccc4)c(=O)c4ccccc4n23)c(OC)c1,-9,0.9,2.3,-1,-6,-9,-15,-7,0.42
CN1CCN(NC(=O)c2cccc(C(F)(F)F)c2)CC1,-9,0.5,2.6,6,-12,-6,-26,12,0.35
CN1Cc2c(N3CCOCC3)nc3sc(C#N)c(N)c3c2CC1(C)C,-8,1.2,5.6,-19,-41,-1,-10,-5,0.39
CC(C)=CCCC(C)NC(=O)NC1CCCCC1 (centres undefined),8,0.1,0.3,28,-3,8,-18[20 µM],-18,-0.23
Cc1ccc(OCC(=O)Nc2nnc(-c3ccco3)s2)cc1,-48,0.3,1.8,-9,9,0,-15,-9,x
COc1nc(Nc2ccc(C(C)=O)cc2)nc(OC)n1,2,0.1,2.4,29,-4,-1,-16,6,0.034
C=CCn1c(SCC(=O)NC(=O)c2cccc([N+](=O)[O-])c2)nnc1-c1ccccc1F,-16,0.8,1.4,-7,4,0,-26,-4,x
N#CC1=C(N)Nc2ncnn2C1c1ccc([N+](=O)[O-])cc1 (centres undefined),-14,0.6,2.1,-3,-18,-8,-24,10,-0.3
Cc1cc(=O)oc2cc(OCc3ccc(C(=O)N4CCN(c5ccc([N+](=O)[O-])cc5)CC4)cc3)ccc12,-22,1.1,0.6,-61,-6,-5,-23,3,-1.2
COc1ccc(-c2nnc(SCC(C)C)o2)cc1,-10,0.4,1.9,-8,1,3,-26,10,-0.28
CC(C)(C)c1ccc(C(=O)NNC(=O)c2ccccc2Br)cc1,10,0.1,0.7,19,4,5,-9[20 µM],0,-0.15
O=C1CCCCC1Sc1nnc(-c2ccc3c(c2)OCO3)o1 (centres undefined),2,0.9,1.6,18,3,1,-24,6,0.63
CCN(CC)c1ccc(/C=N/N2CCN(c3ccccn3)CC2)cc1,-4,1.1,1.6,-7,-20,4,-21,-6,1.9
CC(C)(C)NC(=O)c1ccc2nccnc2c1,0,0.1,1.4,-8,5,-17,-15,10,-1.1

# Arranged by number of heavy atoms (smallest number first): part of the list above.
SMILES,EBV gp42 inh,TRPML3 ag,TRPN1 ag,m-calpain inh,Tb hexokinase,Thrombin inh,Furin inhibitor,PPC-1+TRAIL kill,KCC2 mod
CC(C)(C)NC(=O)c1ccc2nccnc2c1,0,0.1,1.4,-8,5,-17,-15,10,-1.1
COc1ccc(-c2nnc(SCC(C)C)o2)cc1,-10,0.4,1.9,-8,1,3,-26,10,-0.28
O=C1CCCCC1Sc1nnc(-c2ccc3c(c2)OCO3)o1 (centres undefined),2,0.9,1.6,18,3,1,-24,6,0.63
C=CCn1c(SCC(=O)NC(=O)c2cccc([N+](=O)[O-])c2)nnc1-c1ccccc1F,-16,0.8,1.4,-7,4,0,-26,-4,x
Cc1cc(=O)oc2cc(OCc3ccc(C(=O)N4CCN(c5ccc([N+](=O)[O-])cc5)CC4)cc3)ccc12,-22,1.1,0.6,-61,-6,-5,-23,3,-1.2

# High-throughput results from PubChem.
